S1P4 antag = human S1P4 receptor antagonism; O95977; S1P4-expressing cells, antagonist mode, reporter read-out; inhibition, % at 4.98 µM; actives 0.26% (n = 220,000); in the data active means inhibition above about 29%;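 further: 0% = wells stimulated with agonist and 100% = vehicle wells without agonist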
PERK inhibitor = human PERK inhibition, primary cell-based screen; actives 0.17% (n = 220,000); AID 1416; Q9NZJ5; inhibition, % at 5.6 µM; CHO PERK-DD fusion, SEAP luminescence translation reporter;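 active means inhibition above the mean inhibition of all tested compounds plus 3 SD, set separately per screening campaign, cut at about 2.9% in these data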;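 further: PERK kinase domain activated by AP20187 dimerizer at 100 nM; 0% = DMSO with dimerizer and 100% = rapamycin at 8.4 µM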
MDM2 E3 inh = blocks human Mdm2 ubiquitin ligase activity; cell-based MDM2 ubiquitination luciferase reporter, 2 h; 0 = plate control, 100 = twice control, blank-subtracted; signal enhancement, % at 5 µM; actives 0.11% (n = 210,000); AID 1230;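 active means signal enhancement of 30% or more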;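 further: luminescence tracks abundance of the self-degrading MDM2-luciferase fusion protein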
Target sequence (Q00987 whole entry, looked up, the tested form may be a part): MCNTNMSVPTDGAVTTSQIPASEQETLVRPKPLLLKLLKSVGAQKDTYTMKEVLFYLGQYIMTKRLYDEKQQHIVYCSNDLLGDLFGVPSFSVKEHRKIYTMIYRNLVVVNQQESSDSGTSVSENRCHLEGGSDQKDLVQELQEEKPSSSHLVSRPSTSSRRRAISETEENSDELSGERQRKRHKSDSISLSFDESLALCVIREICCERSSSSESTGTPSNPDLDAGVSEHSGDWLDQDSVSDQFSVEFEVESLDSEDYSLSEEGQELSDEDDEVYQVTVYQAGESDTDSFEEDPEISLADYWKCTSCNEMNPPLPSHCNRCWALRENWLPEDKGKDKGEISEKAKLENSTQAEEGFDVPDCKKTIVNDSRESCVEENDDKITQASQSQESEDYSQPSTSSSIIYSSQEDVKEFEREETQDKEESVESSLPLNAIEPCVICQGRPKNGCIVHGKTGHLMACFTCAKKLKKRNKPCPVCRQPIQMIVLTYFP
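Buffer or medium: Cells held in DMEM | Assay system: Stable mammalian line carrying autodegrading MDM2–luciferase fusion reporter | Quantity: 2000 cells/well | Times: 4 h settle plus 2 h compound, 37 °C | Doses: One concentration, 5 µM, with 0.2% DMSO | Technique: Luminescence with SteadyLite reagent, 15 min at room temperature | Benchmarks: Plate controls and plate blanks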
BaF3 tox = counter-screen for JAK2V617F inhibitors: parental Ba/F3 viability inhibitors; actives 1.1% (n = 220,000); AID 1486; inhibition, % at 5.6 µM; CellTiter-Glo ATP luminescence;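 active means inhibition above a per-campaign cutoff, the mean inhibition of all tested compounds plus 3 SD, cut at about 27% in these data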;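 further: 0% = DMSO wells and 100% = JAK Inhibitor I control wells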
S1P4 agonist = human S1P4 receptor agonism; O95977; S1P4-expressing cell line, agonist reporter assay; activation, % at 4.98 µM; AID 1509; actives 0.35% (n = 220,000); in the data active means activation above about 11%;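 further: 0% = DMSO vehicle and 100% = reference agonist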
Ba/F3 V617F tox = loss of viability in JAK2V617F-driven Ba/F3 cells; Ba/F3 EpoR-JAK2V617F viability, ATP luminescence; inhibition, % at 5.6 µM; actives 1.1% (n = 220,000); AID 1446;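 active means inhibition above the campaign mean plus 3 SD over all tested compounds, cut at about 24% in these data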;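 further: cytokine-independent growth of Ba/F3 cells driven by EpoR plus mutant JAK2; 0% = DMSO-treated cells and 100% = JAK inhibitor I control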
eIF4E-4G inh = eIF4E/eIF4G interaction inhibition in translation initiation. P63073+Q04637. TR-FRET eIF4E-eIF4GI(517-606) binding, 2 h. inhibition, % at 21.7 µM. actives 0.37% (n = 220,000);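 active means inhibition above about 30%, limit read from the data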;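 further: 0% = full FRET control wells and 100% = background wells lacking eIF4GI fragment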
NPY-Y2 PAM-ag = human NPY-Y2 potentiation or agonism, primary screen; P49146; cells expressing NPY-Y2, potentiator/agonist read-out; activation, % at 3.6 µM; actives 0.45% (n = 220,000); AID 1359; in the data active means activation above about 27%;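 further: cells stimulated with NPY near EC25 plus isoproterenol at EC100; 0% = vehicle plus submaximal agonist and 100% = vehicle plus saturating agonist; some results beyond the cut were filed as inactive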
Target sequence (P49146 whole entry, looked up): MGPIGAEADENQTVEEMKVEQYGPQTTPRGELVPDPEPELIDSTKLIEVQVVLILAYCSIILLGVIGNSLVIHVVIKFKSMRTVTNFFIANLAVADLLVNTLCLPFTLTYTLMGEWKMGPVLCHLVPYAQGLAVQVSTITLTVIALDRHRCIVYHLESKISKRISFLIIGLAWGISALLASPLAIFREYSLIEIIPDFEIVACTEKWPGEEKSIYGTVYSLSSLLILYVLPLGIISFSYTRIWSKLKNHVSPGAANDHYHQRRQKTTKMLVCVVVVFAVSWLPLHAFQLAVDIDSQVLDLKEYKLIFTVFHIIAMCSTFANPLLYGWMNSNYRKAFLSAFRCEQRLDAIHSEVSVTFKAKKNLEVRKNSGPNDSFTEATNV
Wee1 stabilizer = human Wee1 degradation inhibition, primary screen | reporter increase, % at 5 µM | HeLa Luc-Wee1K328M stability, luciferase luminescence; 100% = proteasome inhibitor MG132 effect | actives 1.2% (n = 220,000) | AID 1321 | P30291;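 active means activation above the mean of all tested compounds plus 3 SD, set per screening run, cut at about 8.8% in these data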;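 further: cells exposed to compound for 20 h before luminescence read; 0% = DMSO alone and 100% = MG132 at 30 µM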
Numbers without * were called inactive; · = no result given; [ ] = another dose, or the depositor's remark. Compounds were not picked by outcome. Share with any hit: about 4.1%.

SMILES	S1P4 antag	PERK inhibitor	MDM2 E3 inh	BaF3 tox	S1P4 agonist	Ba/F3 V617F tox	eIF4E-4G inh	NPY-Y2 PAM-ag	Wee1 stabilizer
COc1ccc(NC(=O)Nc2ccc(CC(=O)O)cc2)cc1	-27	-0.2	-6	2	0.0	1	-2	-12	4
COCCCN1C(=O)C(O)=C(C(=O)c2ccco2)C1c1ccc(Br)cc1 (centres undefined)	8	0.0	-19	5	1.5	-2	·	-3	-2
O=C1CC(=O)CC(c2ccccc2Cl)C1	-8	1.3	-2	10	0.1	4	0	10	-3
CCn1c(SCC(=O)Nc2cc(C)on2)nnc1-c1ccc(S(=O)(=O)N2CCCC2)cc1	17	0.5	-2	8	-0.7	4	1[fluorescence artefact?]	-28	2
CNc1ccc(Br)cc(C(=O)/C=C/c2cccc(OC)c2OC)c1=O	3	0.2	·	2	1.9	-2	7	-3	4
NC(CCC(=O)O)C12CC3CC(CC(C3)C1)C2 (centres undefined)	11	1.9	-9	11	-1.8	4	2	2	2
CC(=O)Nc1ccccc1Nc1cc(C#N)c(C#N)cc1[N+](=O)[O-]	2	0.7	·	-1	1.7	1	·	10	0
NCCCC[C@H](N)c1nnc([C@H](CC(=O)O)NC(=O)C2CCNCC2)o1	0	0.2	·	2	1.7	4	0	-30	1
O=C(NCc1ccc(F)cc1)N[C@@H](Cc1ccccc1)C(=O)O	-24	0.9	-3	5	-0.7	-2	2[fluorescence artefact?]	0	7
CS(=O)c1ccccc1O (centres undefined)	-15	-0.5	10	0	1.5	-1	1	4	0
CS(=O)(=O)N1N=C(c2cccs2)CC1c1ccccc1 (centres undefined)	3	0.2	-2	2	-0.1	1	-4	-4	-1
Cc1cccc(/C=N\Nc2cn[nH]c(=O)c2Cl)c1	-19	0.2	-7	5	1.5	0	1	-6	-1
O=C(CCCSc1nc2ccccc2c(=O)[nH]1)c1ccc(F)cc1	6	0.0	-6	6	0.6	-2	1	-20	2
NC(=O)C1(c2ccccc2)CCCN1C(=O)c1ccc(Br)cc1 (centres undefined)	1	0.2	-6	-1	0.3	-7	-1	2	0
COC(=O)/C(C#N)=C/c1c(-c2ccccc2)nc2n1CCS2	11	0.4	-2	-7	0.2	4	0	1	-2

Full records, looked up by structure. Values in the order: S1P4 antag | PERK inhibitor | MDM2 E3 inh | BaF3 tox | S1P4 agonist | Ba/F3 V617F tox | eIF4E-4G inh | NPY-Y2 PAM-ag | Wee1 stabilizer
`CC(=O)Nc1ccccc1Nc1cc(C#N)c(C#N)cc1[N+](=O)[O-]` across the screens: 2 | 0.7 | · | -1 | 1.7 | 1 | · | 10 | 0
`CS(=O)c1ccccc1O` (centres undefined) across the screens: -15 | -0.5 | 10 | 0 | 1.5 | -1 | 1 | 4 | 0
`COC(=O)/C(C#N)=C/c1c(-c2ccccc2)nc2n1CCS2` across the screens: 11 | 0.4 | -2 | -7 | 0.2 | 4 | 0 | 1 | -2
`CCn1c(SCC(=O)Nc2cc(C)on2)nnc1-c1ccc(S(=O)(=O)N2CCCC2)cc1` across the screens: 17 | 0.5 | -2 | 8 | -0.7 | 4 | 1[fluorescence artefact?] | -28 | 2
`NC(CCC(=O)O)C12CC3CC(CC(C3)C1)C2` (centres undefined) across the screens: 11 | 1.9 | -9 | 11 | -1.8 | 4 | 2 | 2 | 2

Further structures follow.
SMILES	S1P4 antag	PERK inhibitor	MDM2 E3 inh	BaF3 tox	S1P4 agonist	Ba/F3 V617F tox	eIF4E-4G inh	NPY-Y2 PAM-ag	Wee1 stabilizer
O=C(CN1CCC(NC(=O)c2ccccc2F)CC1)Nc1ccc2c(c1)OCCO2	-14	-0.2	-23	0	0.6	-1	-2	0	5
COc1ccccc1NS(=O)(=O)c1ccc(C)c(NC(=O)NCCCl)c1	-10	1.8	3	0	-2.5	-4	2	-8	-1
Cc1cccc(Cc2nnc(CCC(=O)NCc3cn4ccccc4n3)o2)c1	0	-0.5	2	1	1.4	1	-2	-19	-4
O=C(CCSCc1cccc(Cl)c1)NCCc1ccc(Cl)cc1	-6	1.0	-12	0	-0.2	-1	4	3	-2
CC(C)C(NC(=O)OCc1ccccc1)C(=O)OCC(=O)NCc1ccco1 (centres undefined)	-16	0.2	-13	-2	1.6	-5	5	-15	-1
O=C(Cc1ccc(F)cc1)N/N=C/c1ccc2c(c1)OCO2	-25	0.6	-11	0	0.5	1	4	7	0
COc1cccc(NC(=O)Cc2c(C(=O)O)[nH]c3ccccc23)c1	-9	0.1	-3	6	-0.2	1	-10	-9	-2
COc1ccc(/C=N/OCC(=O)N2CC3(C)CC2CC(C)(C)C3)cc1OC (centres undefined)	-1	-1.0	4	8	-2.5	-3	-7	-20	-1
CN1CCN(C(=O)C23CCC(C)(C(=O)C2Br)C3(C)C)CC1 (centres undefined)	-9	1.5	0	-1	-2.0	-2	-1	-4	-3
COc1ccc(CCNC(=S)Nc2cccc3ccccc23)cc1	-15	-1.3	-9	7	-0.4	4	-1	-1	8
COC(=O)c1ccccc1Oc1nc(Cl)cc(OC)n1	-29	0.7	3	5	0.7	-1	-6	-1	-1
CCOC(=O)C1(Cc2cccc(OC)c2)CCN(Cc2cnc(N)nc2)CC1	-13	1.5	-22	4	0.7	1	1	2	0
CCO/C=C1/C(=O)N(c2ccccc2OC)C(=O)c2ccccc21	-6	-0.5	-13	5	-1.0	4	-2	-5	0
O=C(c1ccc(F)cc1)N1CCN(C(=O)c2ccc([N+](=O)[O-])cc2)CC1	-1	0.8	0	9	2.0	1	1	-5	-1
O=C(NNC(=S)Nc1ccc(Br)cc1)c1ccc(N2CCOCC2)c([N+](=O)[O-])c1	-7	0.5	·	6	-0.4	3	-1	-22	-1
CCOC(=O)c1ccc(NC(=O)NCCN2CCCCC2)cc1	-9	0.3	-11	5	0.6	-4	2	20	0
CC(=O)Nc1ccc(C(=O)OCC(=O)N(Cc2ccccc2)C(C)(C)C)cc1	3	-2.0	-19	4	-1.6	2	11	-6	-2
CC12CCC3(CO)COC(c4ccccc4O1)C2C3 (centres undefined)	-16	0.8	-8	2	0.1	0	2	9	0
O=C(NCc1ccc(F)cc1)C1C2C=CC3(CN(Cc4cccnc4)C(=O)C13)O2 (centres undefined)	-5	1.1	-22	1	1.0	-5	-5	4	-4
CC12CC(c3ccccc3O1)C(C(=O)NCc1ccccc1)C(=O)N2 (centres undefined)	-32	-1.1	-1	1	0.7	-3	9[fluorescence artefact?]	-5	-1
COc1ccc(NC(=S)N2CCC(C(=O)c3ccc(C)cc3)CC2)c(OC)c1	-3	-0.2	-19	6	-0.8	3	0	-2	0
O=c1[nH]c(C2CC2)nc2sc3c(c12)CCCC3	-8	1.7	·	5	1.4	-4	1	6	-1
Cc1ccc(S(=O)(=O)N2CCN(c3ccc([N+](=O)[O-])c(NCCN4CCOCC4)c3)CC2)cc1	-9	0.8	-13	10	-1.0	0	5	-1	-1
O=S(=O)(Nn1cnnc1)c1ccc(F)cc1	-14	1.4	-5	5	0.7	0	-2	18	2
CCc1ccc(Nc2nc(N)nc(CSc3nnnn3-c3ccccc3)n2)cc1	-10	-0.1	-15	10	-0.4	6	-58[fluorescence artefact?]	-15	-1
O=C(CS(=O)(=O)c1ccccc1)NCc1ccco1	-22	0.1	-9	1	1.3	-1	0	-8	-2
Cc1nn(-c2ccccc2)c2c1C(c1c(C)[nH]c(C#N)c1C)C(C#N)=C(N)O2 (centres undefined)	-4	0.3	-5	7	2.0	3	-5	-1	1
c1ccc(CSc2nnc(-c3cccs3)n2Cc2ccco2)cc1	5	-0.3	-4	0	1.1	0	0	8	-4
Cc1cc(C)c2cc(CN(Cc3cccs3)Cc3nnnn3CC3CCCO3)c(=O)[nH]c2c1 (centres undefined)	-17	-1.4	-11	0	0.6	-4	5	-10	1
C(=N\n1cnnc1)/c1cccnc1	-18	1.0	-13	12	0.6	0	-6	1	6
COc1ccccc1/C=C/C(=O)NCc1cccnc1	-4	1.0	-11	4	-0.6	3	1	11	2
CN(CCOC(=O)c1ccc2c(c1)OCCO2)C(C)(C)C	5	0.0	-3	3	0.9	3	-1	-6	-2
CN(CC(=O)Nc1ccc(F)cc1)c1ccc(S(=O)(=O)N2CCCCC2)cc1[N+](=O)[O-]	-25	0.8	-5	11	-0.5	3	-6	10	0
CCCCn1nnnc1SCC(=O)NNC(=O)C1CCCCC1	3	0.9	-6	2	-0.3	3	4	-14	5
O=C(NCC1CCCO1)C1CCN(c2ccc(S(=O)(=O)N3CCCC3)cc2)CC1 (centres undefined)	-20	1.0	-2	5	0.0	-2	6	5	-2
CCCCC(=O)Nc1cc(OC)c(NC(=S)NC)cc1OC	-6	0.7	-2	2	1.0	2	-2	10	0
N#Cc1c(NC(=O)CSc2nnc(-c3ccco3)n2-c2ccccc2)sc2c1CCC2	0	-1.4	-11	5	3.0	-2	8[fluorescence artefact?]	43*	-1
CCOC(=O)c1oc2ccccc2c1N	-26	0.4	-14	4	-1.2	0	6[fluorescence artefact?]	8	4
Cc1csc(NC(=O)/C=C/c2ccc(C)o2)n1	-8	0.9	-23	7	0.6	3	-2	-7	-1
CCCOc1ccc(S(=O)(=O)NCc2ccc(OC)cc2)cc1	-6	0.5	2	3	0.5	1	-4	-42	22*
COc1cccc(CNC(=O)C2CCN(S(=O)(=O)c3ccccc3)CC2)c1	-6	0.3	-12	1	2.3	-3	-6	-12	0
O=C1CCCC/C1=C\Nc1ccc(O)cc1	6	1.1	-19	3	0.0	-2	2	18	0
COc1ccccc1NC(=O)CSc1nnc(Cn2cnc3ccccc32)n1C	1	0.2	-11	-2	-1.1	-4	-13[fluorescence artefact?]	6	6
O=C1CC(C(F)(F)C(F)(F)C(F)(F)C(F)F)=Nc2ccccc2N1	3	0.5	-10	1	0.8	3	-11	13	3
CCOc1cc(C(=O)N/N=C(\C)Cc2ccc(OC)cc2)cc(OCC)c1OCC	2	0.7	-8	2	0.4	-2	3[fluorescence artefact?]	7	1
CN(C(=O)CC1C(=O)NCCN1Cc1ccoc1)C1CCOCC1 (centres undefined)	-8	0.5	-19	4	-0.3	3	3	-13	1
COc1cccc(S(=O)(=O)Nc2ccc(C(=O)Nc3ccncc3)cc2)c1	-15	-0.4	8	11	-1.1	5	-2	0	-2
CC(C)c1nc2ccccc2n1CCC(=O)O	4	0.7	-16	0	-0.2	-2	-2	-4	-3
N#C/C(=C\Nc1ccc2c(c1)OCCO2)c1nc2ccccc2[nH]1	-6	-1.3	-13	4	-1.4	2	3	-5	0
Cc1ccccc1-c1nc(-c2cccnc2)no1	11	0.9	-6	11	-1.3	8	-2	-6	3
C/C(Cn1nnc([N+](=O)[O-])n1)=N\NC(=O)c1ccccc1Cl	-1	-0.5	-2	5	-3.8	4	-2	-5	0
CSc1nc2sc3c(c2c(=O)n1CC(C)C)CC(C)(C)OC3	-7	0.2	-19	3	0.8	-4	2	-17	3
O=C(NCCc1ccccc1F)/C(=C/c1cccnc1)NC(=O)c1ccccc1	4	-0.1	0	2	-0.3	-2	-2[fluorescence artefact?]	4	0
Cc1ccc(S(=O)(=O)N/N=C/c2ccc(OS(=O)(=O)c3ccc(C)c([N+](=O)[O-])c3)cc2)cc1	3	0.2	-11	7	-1.7	6	-21	3	4
COc1cnc(-c2ccccn2)nc1Oc1ccc(F)cc1F	9	-1.0	-11	7	0.5	3	0	-18	3
O=C(Nc1ccc([N+](=O)[O-])cc1)C(=O)Nc1cccc(C(=O)O)c1	-8	2.4	-85	9	1.3	7	-2	35	-3
CC1(C)CNC(=O)c2sc(N3CCCCC3)nc2C1	-14	-0.8	-19	3	-0.5	1	-8	9	2
